SUMO HTRF inh – inhibitors of in vitro SUMOylation cascade, primary screen, biochemical, HTRF, uHTS. 0.36% of 290,000 active. AID 2006, 2009. HTRF SUMOylation assay, SAE1/SAE2 + UBC9. SUMO-conjugating enzyme UBC9 (Homo sapiens), P63279. inhibition, % at 35 µM; in the data active = inhibition above about 50%, passing the limit was not always enough; also: strong numbers were not always called active
FID counter – compounds displacing fluorescent DNA intercalator, primary screen, artefact control for HCV NS3 helicase inhibitor project, biochemical, FID fluorescence. DNA fluorescent intercalator displacement. inhibition, % at 7.9 µM. 0.17% of 290,000 active. AID 1845, 2009; in the data active = inhibition above about 37%;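 also: 0% = vehicle and 100% = reference compound; higher means more ethidium bromide displaced from hairpin DNA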
PHOSPHO1 block – PubChem AID 1565. 1.1% of 290,000 active. inhibition, % at 13.3 µM. Phosphoethanolamine/phosphocholine phosphatase (Homo sapiens), Q8TCT1. recombinant PHOSPHO1, absorbance phosphatase assay; in the data active = inhibition above about 60%
pCIP destab – p/CIP-EGFP fusion destabilizers, primary screen, fluorescence, F442A cells. Q05BA5. decrease of EGFP signal, % at 10 µM. AID 1984, 2009. 16 h. 0.01% of 290,000 active;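 active = EGFP signal decrease of at least 30% at 10 µM or well 3 SD below plate mean, unless failing retest; inactive = the rest, including hits failing retest or dose response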; also: some compounds called inactive have numbers as strong as hits; many of its hits are not listed in these tables
NS3 helicase inh – inhibitors of HCV NS3 helicase, primary screen, biochemical, Cy5 molecular beacon fluorescence | Hepatitis C virus NS3 helicase | NS3 helicase DNA unwinding | inhibition, % at 10.9 µM | 0.56% of 290,000 active | AID 1800, 2009;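 active = inhibition above the mean of all tested compounds plus 3 SD, set per campaign, cut at about 35% in these data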;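 also: 0% = DMSO wells and 100% = thioflavine S control wells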
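Assay system: hepatitis C virus NS3 helicase domain fragment enzyme. Also added: annealed dual-labelled DNA beacon duplex, ATP-started. Timing: 1 h reaction at 25 °C, ATP-initiated. Technique: Cy5 fluorescence at 0 and 60 min, beacon hairpin quenching. Evaluation: % inhibition of unwinding. Replication: one well per compound.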
MEKK3 PB1 HTS – modulators of MEKK3-MEK5 PB1 binding, primary screen, biochemical, wildtype MEKK3, multiplex bead flow cytometry, Alexa488-MEK5; AID 1529, 2009; bead-based flow cytometry, Alexa488-MEK5 binding to MEKK3; actives lie on both sides; 0 = blocked by unlabeled MEK5, 100 = vehicle; binding response (% of control), % at 10 µM; 1.4% of 290,000 active;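 active = binding response more than 3 SD above or below the average of its plate-row segment, actives on both sides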;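 also: Alexa488 bead fluorescence after subtracting the streptavidin-only scavenger bead signal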
VIM-2 inh – VIM-2 metallo-beta-lactamase inhibitors, primary screen, biochemical, epi-absorbance readout, Pseudomonas aeruginosa enzyme. 0.89% of 290,000 active. purified VIM-2, nitrocefin hydrolysis, epi-absorbance fluorescence. inhibition, % at 5.6 µM;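 active = inhibition above the mean of all tested compounds plus 3 SD, cutoff set per screening run, cut at about 7.5% in these data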;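 also: red hydrolysis product quenches plate fluorescence so inhibitors raise well fluorescence; 0% = enzyme with DMSO and 100% = DMSO without enzyme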
IDE act – human IDE activators in live cells, primary screen, fluorescence polarization, HEK cells, FAbeta-B substrate; AID 493087, 2011; FAbeta-B cleavage; 0% vehicle, 100% cell-free pure enzyme wells; activation, % at 5.96 µM; Insulin-degrading enzyme (Homo sapiens), P14735; 0.073% of 340,000 active;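 active = activation above the mean of all tested compounds plus 3 SD, set per screening campaign, cut at about 17% in these data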
IMP-1 inhibitor – IMP-1 metallo-beta-lactamase inhibitors, primary screen, biochemical, epi-absorbance readout, Pseudomonas aeruginosa enzyme; metallo-beta-lactamase IMP-1 (Pseudomonas aeruginosa); purified IMP-1, nitrocefin hydrolysis, epi-absorbance fluorescence; inhibition, % at 5.6 µM; 0.45% of 290,000 active; AID 1556, 2009;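 active = inhibition above the mean plus 3 SD of all compounds in the same screening run, cut at about 4.5% in these data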;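 also: 0% = IMP-1 with DMSO and 100% = DMSO wells lacking enzyme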
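Assay system: purified IMP-1; Quantity: IMP-1 0.2 nM before substrate addition; Medium: HEPES buffer pH 7.1 with ZnSO4 and Brij 35; Incubation: 15 min enzyme–compound preincubation, then 25 min nitrocefin reaction, 25 °C; Signal: fluorescence quenching readout, ex 480/em 530 nm; Controls: DMSO with and without IMP-1; Repeats: singlicate testing.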
Starred values were filed as active, the others as inactive; . = no result given; [ ] = remark or other dose. Some of the compounds tested. The share of hits here may be higher or lower than overall.

Every second line gives: SUMO HTRF inh	FID counter	PHOSPHO1 block	pCIP destab	NS3 helicase inh	MEKK3 PB1 HTS	VIM-2 inh	IDE act	IMP-1 inhibitor
O=C(c1csc2c1CCCC2)N1CCCCC1
 : 0	-7	14	-5	5	98	-1.1	-2	-1.5
Cc1ccc(S(=O)(=O)N(CC(=O)O)Cc2ccccc2)cc1
 : -39	-3	13	-7	4	104	-0.1	4	-0.9
Cc1ccccc1CC(=O)NC1CCN(Cc2ccccc2)CC1
 : 10	1	24	-3	2	106	-1.0	2	-2.5
CCOC(=O)C1(Cc2ccc(OC)cc2)CCN(C(=O)CCN2CCCC2=O)CC1
 : 1	-19	57	5	1	104	0.7	3	-0.5
CCOC(=O)C1=C(COC(=O)C2(C)CC2(Cl)Cl)NC(=O)NC1c1ccccc1 (stereo not given)
 : 0	-28	16	-5	-1	103	-2.3	-5	-1.5
CC(C)(C)c1cc(NC(=O)c2cccc([N+](=O)[O-])c2)no1
 : -10	-3	44	-8	1	95	-0.6	-4	-0.3
CC1CCC(NC(=O)CCS(=O)(=O)c2ccc3c(c2)NC(=O)CO3)CC1 (stereo not given)
 : 9	-13	38	-12	-4	102	-1.2	3	-1.7
CCOc1ccc(-c2nc(S(=O)(=O)c3ccccc3)c(N3CCC(C(N)=O)CC3)o2)cc1
 : -1	-29	38	12	-7	98	1.2	0	1.2
CN(Cc1ccccc1)S(=O)(=O)c1ccc(Cl)c(C(=O)NCCc2ccccn2)c1
 : 8	-23	-6	11	1	.	-2.4	-3	-2.0
COC(=O)c1ccc2c(c1)C(C)(C)C(/C=C/c1ccc(O)cc1)=[N+]2C
 : 10	-14	-34	-19	-6	72	-1.3	-25	-3.8
Cc1ccccc1-n1c(Cn2c(=O)sc3ccccc32)nnc1SC(C)C
 : -11	-19	-14	-9	-4	99	-0.3	-5	-2.0
COC(=O)CCCSc1nccn1-c1ccccc1
 : 13	-7	25	-14	5	96	-2.4	0	-4.6
NC(=O)CSc1nc(C23CC4CC(CC(C4)C2)C3)nc2ccccc12
 : 3	-17	-3	-12	-24	105	-1.5	1	-1.7
O=C(O)C1=C(Nc2ccccc2)OCC1=O
 : -1	5	19	0	-7	99	-0.4	2	0.1
C/C(=N\Nc1ccc(F)cc1F)c1ccc(F)cc1
 : -26	2	-23	2	8	94	-3.7	.	-1.5
CCc1nnc(NS(=O)(=O)c2ccc(NS(=O)(=O)c3ccccc3)cc2)s1
 : 22	-27	2	-11	17	109	-3.9	-6	-2.1
C/C(=N\O)C(C)(C)NC(=O)Nc1ccc(Cl)cc1
 : 2	2	15	-7	5	95	-2.4	0	-5.7
CCc1nnc(NC(=O)c2cc(C)oc2C)s1
 : 18	-12	10	-18	3	108	-3.5	3	-3.0
COC(=O)C1=C(CSc2nc3c(cc2C#N)CN(C)CC3)OC(N)=C(C#N)C1c1ccccc1F (stereo not given)
 : 18	2	-10	-36	5	76	2.2	2	0.5
CC(=O)N(CCCN(C)C)c1nc2ccc(C)cc2s1
 : -1	9	-2	3	-2	98	-1.6	7	-2.4
Cc1nn(C)c(C)c1S(=O)(=O)N1CCCC(C(=O)N2CCN(c3ccc(Cl)cc3)CC2)C1 (stereo not given)
 : -14	-31	4	3	-5	101	-0.3	-3	0.1
Cc1onc(-c2ccccc2)c1C(=O)N(Cc1ccccn1)Cc1ccccn1
 : 16	-16	2	0	6	102	-4.1	1	-2.7
CCOC(=O)c1sc(NS(=O)(=O)c2ccc(F)cc2)nc1C
 : 19	-20	37	-3	5	101	-5.5	5	-2.1
Cc1ccn2c(C(=O)CSc3ccccc3Cl)c(C)nc2c1
 : -5	0	-34	-4	-6	91	0.7	-12	-2.2
Cc1ccccc1C(=O)NNC(=O)c1cccc(Br)c1
 : 13	-3	3	7	-3	93	-3.7	3	-4.1
CN(Cc1ccccc1)c1nc2c(c(=O)n(C)c(=O)n2C)n1CCSc1ncccn1
 : -2	-17	6	-3	6	107	-2.5	8	-2.9
O=C(O)Cn1nc(C(F)(F)F)c2c1CCC2
 : 10	-1	-8	2	1	103	-0.8	2	-3.0
CCC(=O)Oc1ccc2c(c1)O/C(=C\c1ccco1)C2=O
 : 36	1	6	-3	25	93	1.3	.	1.6
NC1=C(O)C(=O)C(c2ccccc2)O1 (stereo not given)
 : 30	1	10	7	2	101	2.2	-1	0.4
CCOc1ccc(-c2cnc(SCC(N)=O)nc2N)cc1
 : 1	-3	-20	5	14	91	-2.4	4	1.4
CCO/N=C(\C)c1c(O)c2ccccc2n(C)c1=O
 : -2	-5	-3	6	3	99	0.4	1	-0.6
O=C(NCc1ccccc1)N1CCCC1
 : 17	-4	19	4	-6	103	-0.2	0	-2.0
CCOCCn1cnc2sc(C(=O)NCC(=O)OCC)c(C)c2c1=O
 : 11	-7	-4	-1	-9	100	-1.7	-1	-3.7
Nn1c(SCC(=O)Nc2ccc(F)cc2F)nnc1C1CCCCC1
 : 19	-7	23	-5	4	101	-1.7	2	-0.5
O=c1cccccc1NCc1ccccc1
 : 10	-6	16	4	14	101	-3.1	6	-1.1
CCOC(=O)N1CCN(C(=O)c2ccc3c(=O)n(-c4ccc(F)cc4)c(=S)[nH]c3c2)CC1
 : 14	-5	20	-5	4	1.0*[inhibitor]	-3.9	1	-1.3
CCOC(=O)c1[nH]c(C)c(C(=O)OC(C)C(=O)Nc2ncc(Cl)cc2Cl)c1C (stereo not given)
 : -11	-2	44	-1	12	101	-0.1	3	1.7
Cc1cccc(N2CC34C=CC(O3)C(C(=O)O)C4C2=O)c1 (stereo not given)
 : 9	3	2	-8	-2	105	-1.3	1	-0.4
CCc1ccc(C(=O)CSc2nc3cc(S(=O)(=O)N4CCOCC4)ccc3n2CC)cc1
 : -25	-13	0	0	0	93	-2.7	1	-1.9
COc1ccc(CCNC(=O)CN(c2cc(OC)ccc2OC)S(=O)(=O)c2ccccc2)cc1
 : 0	-45	32	-7	-8	103	-4.9	2	-5.4
COc1ccc(S(=O)(=O)N2CCOC2CNC(=O)C(=O)NCc2ccccn2)cc1C (stereo not given)
 : 14	-2	24	-13	1	97	-3.0	-3	-1.9
Cc1cccc(C)c1OC(=O)CCN1C(=O)C2C3C=CC(C4CC34)C2C1=O (stereo not given)
 : 28	-30	38	-9	-3	108	-0.1	5	-4.2
O=C(COc1ccc(S(=O)(=O)NC2CCCCC2)cc1)Nc1ccc2c(c1)OCCO2
 : -10	-27	0	-4	2	100	-3.4	5	-4.9
COC(=O)[C@H](Cc1ccccc1)NC(=O)NCCc1ccc(OC)cc1
 : -4	-15	39	2	-4	106	-5.2	-5	-2.3
Cc1ccc(-c2cccc(C3CC=CC4C3C(=O)N(Cc3ccccc3)C4c3ccc4ccccc4c3)c2)cc1 (stereo not given)
 : -8	.	40	-4	.	96	.	4	.
COC(=O)CN1C(=O)C2(C(C#N)=C(N)Oc3c2c(C)nn3-c2ccccc2)c2ccccc21 (stereo not given)
 : -10	-31	6	-13	10	98	-3.8	-1	-3.9
Cc1cc(NC(=O)C23CC4CC(CC(C4)C2)C3)n[nH]1
 : -8	-5	36	3	5	105	-2.3	-1	-3.4
COc1ccc(NS(=O)(=O)c2ccc(N3CCOCC3)c(NC(=O)c3ccco3)c2)cc1
 : 14	-21	16	-16	-6	102	-2.1	-2	-1.8
Cn1cccc1/C=N/N1CCN(Cc2cccc3ccccc23)CC1
 : 28	-4	2	-8	-14	104	-0.2	-9	-1.3
C/C(=N/NC(=O)c1sc(NS(=O)(=O)c2ccccc2)nc1C)c1sc(N)nc1C
 : -2	-11	50	-17	-22	98	-2.3	2	-4.3
Cc1cc(C)nc(N/N=C/c2c(C)oc3ccccc23)n1
 : 16	-9	42	-4	-7	105	-3.6	1	-2.6
Nc1cc(=O)[nH]c(SCc2csc(-c3ccccc3)n2)n1
 : -7	-16	5	-4	-2	90	-1.8	-4	-1.3
Cc1cc(C)c(-n2[nH]nnc2=S)c(C)c1
 : 10	2	-116	-4	12	96	-3.5	8	-2.7
O=C(NCC(=O)N1CCCCCC1)c1ccc(Cl)cc1
 : 14	-3	24	-3	6	105	-0.2	-2	-2.7
COc1ccccc1NC(=O)C1CCN(S(=O)(=O)c2cccc3nonc23)CC1
 : 13	-17	32	-16	-22	97	-2.4	-4	-2.9
CCCC(=O)Nc1ccc2c(c1)nc(CN1CCN(C(=O)OCC)CC1)n2C
 : 15	-31	34	-8	18	98	-3.1	6	-5.2
CCOc1ccc(-c2nn3c(-c4ccccc4)nnc3s2)cc1
 : 12	-2	-4	-1	8	99	-4.2	2	-1.3
S=C(NCC1CCCO1)n1nnc2ccccc21 (stereo not given)
 : 5	-4	24	-9	8	97	-0.1	.	-1.4

Bioassay records (PubChem BioAssay)
